High-throughput results as filed in PubChem.
Alkaline phosphatase: human TNAP enzyme inhibitors, biochemical, luminescent (AID 518); purified TNAP enzyme, luminescent substrate readout; higher % means a stronger effect; hit rate 0.09% among 64,000; one-dose inhibition, % at 20 µM; IC50 in µM for titrated hits; Alkaline phosphatase, tissue-nonspecific isozyme (Homo sapiens); in the data active = a potency from the dose series; inactive = the rest, 99 in 100 with inhibition below about 22%;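 also: plate controls were vehicle for no effect and reference inhibitor for full effect; many of its hits are not listed in these tables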
HT1080 cytotoxicity: cytotoxicity in HT1080 fibrosarcoma cells, cell-based, fluorescence readout (AID 620); hit rate 0.42% among 87,000; HT1080 viability, fluorescence; higher % means a stronger effect; cytotoxicity, % at 10 µM; hits with a dose series show EC50 in µM;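 also: cells exposed to compound overnight then 4 h with Alamar Blue; 0% = vehicle DMSO and 100% = killing control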
PMK inhibit: S. pneumoniae PMK inhibitors, primary screen, biochemical, mevalonate pathway, pilot trial included. hit rate 0.49% among 65,000. inhibition, % at 10 µM. AID 539, 2006. phosphomevalonate kinase (Streptococcus pneumoniae D39). purified PMK, PK/LDH-coupled NADH absorbance 340 nm;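 active = top-ranked compounds by inhibition in the single 10 µM screen, taking a fixed number of the strongest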;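 also: 0% = full reaction with DMSO carrier and 100% = background rate without enzyme reaction; no value below 0 was filed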
Spn DPM-DC inh: S. pneumoniae DPM-DC inhibitors, primary screen, biochemical, PK/LDH-coupled NADH fluorescence. diphosphomevalonate decarboxylase (Streptococcus pneumoniae D39). purified DPM-DC. calls only at 10 µM. hit rate 0.49% among 65,000;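 active = the 320 compounds with the highest percent inhibition in the single-dose primary screen, excluding strongly autofluorescent ones, cut at about 32% in these data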;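 also: kinetic rate of NADH fluorescence loss reporting ADP formed by the decarboxylase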
HPDE-C7 viability: cytotoxicity in HPDE-C7 cells, cell-based, fluorescence, HTS (AID 430) | cytotoxicity, % at 10 µM; hits with a dose series show EC50 in µM | hit rate 1.8% among 63,000 | HPDE-C7 pancreatic duct cells viability, fluorescence; higher % means a stronger effect;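 also: cells exposed to compound for 48 hours before viability readout; 0% = vehicle and 100% = reference cytotoxic drug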
MK inhibit: S. pneumoniae MK inhibitors, primary screen, biochemical, PK/LDH-coupled NADH absorbance; AID 555, 2006; hit rate 0.48% among 65,000; inhibition, % at 10 µM; purified MK, PK/LDH-coupled NADH absorbance 340 nm; mevalonate kinase [Streptococcus pneumoniae D39];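 active = ranked among the strongest by inhibition in the single 10 µM screen, a fixed top-ranked set picked for dose follow-up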; also: no value below 0 was filed
Bfl-1 inhibitors: Bfl-1 inhibitors, primary screen, biochemical, fluorescence polarization, FITC-Bid, mouse (AID 432) | one-dose displacement, % at 20 µM; IC50 in µM for titrated hits | hit rate 0.02% among 64,000 | FITC-Bid BH3 peptide fluorescence polarization displacement; higher % means a stronger effect | Bcl-2-related protein A1 (Mus musculus); in the data active = a potency from the dose series; inactive = the rest, 99 in 100 with displacement below about 15%; also: strong numbers were not always called active
LYP inhibition: LYP phosphatase inhibitors, primary screen, biochemical, DiFMUP fluorescence, recombinant catalytic domain, 10 µM (AID 606); Tyrosine-protein phosphatase non-receptor type 22 (Homo sapiens); recombinant LYP catalytic domain, DiFMUP fluorescence; higher % means a stronger effect; inhibition, % at 10 µM, or IC50 in µM where a hit was titrated; 52,000 tested, under 10 active;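 active = IC50 under 40 µM in the dose-response test; inactive = IC50 of 40 µM or more, or never dose-tested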
HPDE-C7K KRASV12: cytotoxicity in KRAS-transformed pancreatic duct cells, primary screen, cell-based, fluorescence, HTS (AID 431); HPDE-C7K KRASV12 cells, Alamar Blue viability, 48 h; higher % means a stronger effect; cytotoxicity, % at 10 µM; hits with a dose series show EC50 in µM; hit rate 1.7% among 63,000;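 active = compounds whose percent cytotoxicity in the single-dose primary screen, scaled between solvent and toxic-drug controls, exceeds 50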;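 also: 0% = DMSO solvent wells and 100% = doxorubicin-treated wells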
PMK inhibit pilot replicates: second read-out of PMK inhibit, no call of its own (marks repeat the call); inhibition, %; measured here: pilot screen replicates
MK inhibit pilot replicates: second read-out of MK inhibit, no call of its own (marks repeat the call); inhibition, %; measured here: pilot screen replicates
Spn DPM-DC inh pilot screen %: recorded beside Spn DPM-DC inh, whose call it bears; inhibition, %; measured here: pilot screen trials
Numbers without * were called inactive; i = inactive; · = no result given; + = active, no number. Rule as the data show it, unless noted: active = cytotoxicity above about 50%; inactive = the rest. Not a hit list; about 3.4% have a hit in one of these screens.

The opening 3 entries (preview)
SMILES	Alkaline phosphatase	HT1080 cytotoxicity	PMK inhibit	Spn DPM-DC inh	HPDE-C7 viability	MK inhibit	Bfl-1 inhibitors	LYP inhibition	HPDE-C7K KRASV12	others
CN(C)c1ccc(CNn2cnnc2SCc2ccc(F)cc2)cc1	8%	3%	7	i	-16%	12	-1%	-4%	-16%
COc1cc(OC)cc(-c2nc3nc(C)c(CCC(=O)O)c(C)n3n2)c1	12%	3%	16	i	-14%	5	0%	19%	-17%	PMK inhibit pilot replicates=1.0;MK inhibit pilot replicates=4.0;Spn DPM-DC inh pilot screen %=1.5
CCCCN(C)CCCNC(=O)CS(=O)Cc1nc(-c2ccc(OC)c(OC)c2)oc1C (stereo not given)	7%	17%	5	i	-5%	4	-11%	·	6%

The whole of this part, previewed entries included:
SMILES	Alkaline phosphatase	HT1080 cytotoxicity	PMK inhibit	Spn DPM-DC inh	HPDE-C7 viability	MK inhibit	Bfl-1 inhibitors	LYP inhibition	HPDE-C7K KRASV12	others
CN(C)c1ccc(CNn2cnnc2SCc2ccc(F)cc2)cc1	8%	3%	7	i	-16%	12	-1%	-4%	-16%
COc1cc(OC)cc(-c2nc3nc(C)c(CCC(=O)O)c(C)n3n2)c1	12%	3%	16	i	-14%	5	0%	19%	-17%	PMK inhibit pilot replicates=1.0;MK inhibit pilot replicates=4.0;Spn DPM-DC inh pilot screen %=1.5
CCCCN(C)CCCNC(=O)CS(=O)Cc1nc(-c2ccc(OC)c(OC)c2)oc1C (stereo not given)	7%	17%	5	i	-5%	4	-11%	·	6%
CC(C(=O)Nc1cccnc1)N1C(=O)c2ccccc2C1=O (stereo not given)	10%	-6%	13	i	-9%	2	-1%	-1%	-23%
COCCn1cc(C(=O)NCCCN2CCC(C)CC2)c2c3ccccc3n(C)c2c1=O	10%	-1%	15	+	-4%	0	-3%	-2%	2%	PMK inhibit pilot replicates=4.5;MK inhibit pilot replicates=0.0;Spn DPM-DC inh pilot screen %=26*
O=C(NCc1ccco1)Nc1ccccc1Cl	8%	-1%	8	i	-2%	0	6%	·	-3%
O=C(OCCNc1ncc(C(F)(F)F)cc1Cl)c1ccc(S(=O)(=O)N2CCOCC2)cc1	4%	4%	8	i	33%	7	-8%	·	12%
CC(=O)OC[C@H]1O[C@@H](n2ccc(=O)[nH]c2=S)C(OC(C)=O)C1OC(C)=O (stereo not given in full)	0%	-4%	11	i	-1%	6	1%	10%	4%
CCOc1ccccc1NC(=O)CN(c1cc(C)cc(C)c1)S(=O)(=O)c1c(C)noc1C	7%	-8%	16	i	7%	6	0%	-6%	-9%
CS(=O)(=O)N1CCN(c2ccccc2NC(=O)CSc2ccc(Cl)cc2)CC1	6%	0%	3	i	8%	7	-4%	·	3%
O=C(NC(C(=O)N1CCCC1C(=O)O)=C1CCCCC1)c1ccccc1 (stereo not given)	5%	-1%	4	i	-6%	0	-6%	3%	-8%
Cc1ccc2[nH]c(=O)c(CNC(C)(C)C)cc2c1	12%	-2%	10	i	1%	11	-5%	·	8%
CCc1ccccc1NC1=NCC(=O)N1Cc1ccccc1	1%	2%	2	i	7%	15	-8%	1%	-1%
COc1ccccc1N1CCN(C(=O)C2CCN(S(=O)(=O)c3ccccc3)CC2)CC1	4%	-1%	12	i	-20%	5	0%	2%	-16%
O=C(COC(=O)c1cccs1)NCCN1C(=O)CSC1=O	-3%	0%	24	i	-23%	2	-6%	4%	-19%
N#Cc1c2n(c3c(=O)n(Cc4ccc(Cl)cc4)cnc13)CCCCC2	9%	17%	19	i	2%	7	1%	18%	14%
CN1CCC(OC(=O)COc2ccc(C(C)(C)C)cc2)CC1	11%	-6%	4	i	-16%	0	0%	·	-32%
COc1ccc(C2C3=C(CCCC3=O)Nc3nc(-c4cc(OC)c(OC)c(OC)c4)nn32)cc1OC (stereo not given)	2%	6%	10	i	-9%	9	-2%	-2%	-2%
CCC(C(=O)OC)n1cnc2c(nnn2-c2cccc(Cl)c2)c1=O (stereo not given)	6%	-12%	6	i	3%	8	0%	1%	6%
COC(=O)c1ccc(CNC(=O)CSc2nc3sc(C)c(C)c3c(=O)n2C)o1	13%	4%	10	i	-12%	8	1%	-2%	-13%	PMK inhibit pilot replicates=0.0;MK inhibit pilot replicates=0.0;Spn DPM-DC inh pilot screen %=0.0
COc1cc(OC)cc(-c2nc3cc(C)ccc3o2)c1	12%	-3%	0	i	-8%	11	-5%	-19%	-8%	PMK inhibit pilot replicates=3.5;MK inhibit pilot replicates=3.5;Spn DPM-DC inh pilot screen %=2.5
O=C(Nc1ccc(F)cc1)N1CCN(C/C=C/c2ccccc2)CC1	6%	4%	9	i	12%	6	2%	8%	26%
Cc1nc2ccccc2c2nc3ccccc3n12	11%	·	0	i	-1%	3	1%	9%	17%
Nc1ccc2c(c1)CCC2=O	·	2%	0	i	·	9	·	-1%	·
Cc1cccc(C(=O)O)c1NC(=O)c1ccc(F)cc1	3%	2%	0	i	-3%	12	-8%	·	-3%	PMK inhibit pilot replicates=5.5;MK inhibit pilot replicates=13;Spn DPM-DC inh pilot screen %=2.5

In the list so far, two have a thiophene ring, fused or not.
SMILES	Alkaline phosphatase	HT1080 cytotoxicity	PMK inhibit	Spn DPM-DC inh	HPDE-C7 viability	MK inhibit	Bfl-1 inhibitors	LYP inhibition	HPDE-C7K KRASV12	others
O=C(COC(=O)c1cccs1)NCCN1C(=O)CSC1=O	-3%	0%	24	i	-23%	2	-6%	4%	-19%
COC(=O)c1ccc(CNC(=O)CSc2nc3sc(C)c(C)c3c(=O)n2C)o1	13%	4%	10	i	-12%	8	1%	-2%	-13%	PMK inhibit pilot replicates=0.0;MK inhibit pilot replicates=0.0;Spn DPM-DC inh pilot screen %=0.0

In the list so far, these contain an NH in an aromatic ring.
SMILES	Alkaline phosphatase	HT1080 cytotoxicity	PMK inhibit	Spn DPM-DC inh	HPDE-C7 viability	MK inhibit	Bfl-1 inhibitors	LYP inhibition	HPDE-C7K KRASV12	others
CC(=O)OC[C@H]1O[C@@H](n2ccc(=O)[nH]c2=S)C(OC(C)=O)C1OC(C)=O (stereo not given in full)	0%	-4%	11	i	-1%	6	1%	10%	4%
Cc1ccc2[nH]c(=O)c(CNC(C)(C)C)cc2c1	12%	-2%	10	i	1%	11	-5%	·	8%
